Screens from PubChem.
CCT modulator = High-Throughput Screening for Modulators of Cytosolic Chaperonin Activity; purified chaperonin ATPase assay, HTRF ADP detection, 30 min; activity change, % (no concentration beside the values), hits read low; 360,000 tested, 0.3% active; in the data active = activity change below about -30%; note: % is set by controls: 0 for no effect and ±100 for the full control effect
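Nucleotide hydrolysis assay: TRiC at 20–40 nM final (set by batch activity) with 10 uM ATP, 30 min at 37 °C, in presence of 76 uM compound. Detection by competitive ADP HTRF, 30 min ambient.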
MmCpn inh = Inhibitors of TCP-1 ring complex (TRiC) of Methanococcus maripaludis (MmCpn): qHTS. purified Mm-Cpn ATPase, ADP Transcreener TR-FRET. Potency, µM (top dose mostly 76.9 µM), inactives show at the top dose activity, negative = inhibition, most hits filed as inhibitors. 330,000 tested, 0.031% active; note: potency is the fitted concentration of half-maximal effect; % is set by controls: 0 for no effect and ±100 for the full control effect; nearly all actives have a fitted effect of over 80% in size
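Compound-treated chaperonin, 25 nM final, turns over 10 uM ATP at 37°C for 30 min following a 10 min preincubation; ADP generated competes with ADP-d2 for Eu-cryptate antibody, lowering FRET.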
EPAC1 antagonist = qHTS for Antagonist of cAMP-regulated guanine nucleotide exchange factor 3 (EPAC1): primary screen; Rap guanine nucleotide exchange factor 3 (Homo sapiens), O95398; EPAC1 GEF assay, Rap1b-BODIPY-GDP exchange fluorescence; Potency, µM (top dose mostly 115 µM), for the others: at the highest dose activity change, negative = inhibition, actives largely listed as inhibitors; 360,000 tested, 0.14% active; AID 720709, 2013;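 note: potency is the fitted concentration of half-maximal effect; plate controls were vehicle for no effect and positive control for full effect; nearly all actives have a fitted effect of over 50% in size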
PLK1 PBD inh = qHTS for Inhibitors of PLK1-PDB (polo-like kinase 1 - polo-box domain): Primary Screen; Plk1 PBD binding of FITC phosphopeptide, fluorescence polarization; Potency, µM, inactives show max response, negative = inhibition, most hits filed as inhibitors; 360,000 tested, 2.8% active; note: potency is the fitted concentration of half-maximal effect; series mostly up to about 57 µM; % is set by controls: 0 for no effect and ±100 for the full control effect; nearly all actives have a fitted effect of over 65% in size
Target sequence (P53350 whole entry, looked up, the tested form may be a part): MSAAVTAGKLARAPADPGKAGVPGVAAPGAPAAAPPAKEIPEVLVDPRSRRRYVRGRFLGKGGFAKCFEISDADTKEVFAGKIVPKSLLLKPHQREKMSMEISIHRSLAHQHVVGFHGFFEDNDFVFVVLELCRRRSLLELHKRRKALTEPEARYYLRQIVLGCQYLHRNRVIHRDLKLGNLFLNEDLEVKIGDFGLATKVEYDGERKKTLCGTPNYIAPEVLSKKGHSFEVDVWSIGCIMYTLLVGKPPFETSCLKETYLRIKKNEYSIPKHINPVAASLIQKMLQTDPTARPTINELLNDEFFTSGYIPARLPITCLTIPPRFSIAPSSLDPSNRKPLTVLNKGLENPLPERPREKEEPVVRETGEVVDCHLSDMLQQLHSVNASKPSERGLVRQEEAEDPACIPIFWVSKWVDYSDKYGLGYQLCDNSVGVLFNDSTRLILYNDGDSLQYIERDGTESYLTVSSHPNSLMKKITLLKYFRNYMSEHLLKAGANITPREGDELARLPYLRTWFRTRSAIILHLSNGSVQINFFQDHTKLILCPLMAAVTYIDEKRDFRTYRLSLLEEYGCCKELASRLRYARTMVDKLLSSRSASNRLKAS
WRN inhibitor = qHTS for Inhibitors of WRN Helicase | WRN helicase unwinding, fluorescent forked duplex, kinetic | 360,000 tested, 0.46% active | Potency, µM (titrated, usually from 114 µM), for the others: at the highest dose activity change, negative = inhibition, most hits filed as inhibitors | AID 651768, 2012; note: potency is the fitted concentration of half-maximal effect; % is set by controls: 0 for no effect and ±100 for the full control effect; nearly all actives have a fitted effect of over 55% in size
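Primary qHTS, 1536-well format. 20 nM WRN + compound, 15 min RT; start with 100 nM forked fluorophore/quencher duplex, 2 mM ATP (final); kinetic read ex 525/em 598 nm.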
EPAC1 ag = qHTS for Agonist of cAMP-regulated guanine nucleotide exchange factor 3 (EPAC1): primary screen. Rap guanine nucleotide exchange factor 3 (Homo sapiens), O95398. Potency, µM (highest dose often 154 µM), for inactives: at the top dose activation, actives largely listed as activators. 360,000 tested, 0.073% active. EPAC1 agonist qHTS, biochemical assay; response scale: 100% = response to 6.5 mM cAMP; note: potency is the fitted concentration of half-maximal effect; nearly all actives have a fitted effect of over 60% in size
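Nucleotide exchange assay: 100 nM EPAC1 with 250 nM Rap1B loaded with BODIPY-GDP and 50 uM GDP, room temperature. Fluorescence (480/540 nm) read every 5 min for 30 min; signal change normalized to 6.5 mM cAMP as full agonist.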
PI5P4Ka inh = qHTS for Inhibitors of phosphatidylinositol 5-phosphate 4-kinase (PI5P4K); Phosphatidylinositol 5-phosphate 4-kinase type-2 alpha (Homo sapiens), P48426; PI5P4Kalpha enzyme, ADP-Glo luminescence, 60 min; active compounds read low; max response, %; 330,000 tested, 1.2% active; AID 652105, 2013; active = max response of -50% or lower; inconclusive = between -30% and -50%; inactive = -30% or higher; note: value at the top dose of about 77 µM; % is set by controls: 0 for no effect and ±100 for the full control effect
Target sequence (P48426 whole entry, looked up): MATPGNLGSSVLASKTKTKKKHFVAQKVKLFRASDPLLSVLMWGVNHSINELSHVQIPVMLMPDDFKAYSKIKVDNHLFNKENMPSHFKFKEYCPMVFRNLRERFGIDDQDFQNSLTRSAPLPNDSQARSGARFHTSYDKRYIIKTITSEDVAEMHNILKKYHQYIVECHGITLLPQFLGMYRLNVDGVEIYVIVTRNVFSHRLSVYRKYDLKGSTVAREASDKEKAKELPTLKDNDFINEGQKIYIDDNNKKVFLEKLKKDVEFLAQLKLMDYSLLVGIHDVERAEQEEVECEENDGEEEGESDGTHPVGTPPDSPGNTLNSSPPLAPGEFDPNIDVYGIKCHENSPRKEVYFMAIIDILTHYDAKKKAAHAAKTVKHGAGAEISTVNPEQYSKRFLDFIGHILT
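ADP-Glo luminescence end-point read after a 60 min room-temperature kinase reaction of PI5P4Kalpha plus substrate, initiated with ATP at 5 microM final. Buffer: 0.038 M HEPES pH 7.4, EGTA, 0.1% CHAPS, 5% DMSO.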
EPAC2 antagonist = qHTS for Antagonist of cAMP-regulated guanine nucleotide exchange factor 2 (EPAC2): primary screen; Rap guanine nucleotide exchange factor 4 (Homo sapiens), Q8WZA2; EPAC2 GEF exchange of Rap1B-BODIPY-GDP, fluorescence; Potency, µM (top dose mostly 114 µM), without a hit: top-dose activity, negative = inhibition, actives largely listed as inhibitors; 360,000 tested, 0.18% active; note: potency is the fitted concentration of half-maximal effect; % is set by controls: 0 for no effect and ±100 for the full control effect; nearly all actives have a fitted effect of over 45% in size; many of its hits are not listed in these tables
* = called active by the depositor; ? = inconclusive; . = no result given; [ ] = remark or other dose. Unless noted, calls come from the whole dose curve; as a rule, active = well fitted curve in the direction sought with a large enough effect; inconclusive = small, poorly fitted or top-dose-only effect, or another doubt; inactive = no such curve, though single readings can be large; an effect the other way counts as inactive or inconclusive.

SMILES,CCT modulator,MmCpn inh,EPAC1 antagonist,PLK1 PBD inh,WRN inhibitor,EPAC1 ag,PI5P4Ka inh,EPAC2 antagonist
Cc1c(NC(=O)c2ccccc2NC(=O)COc2ccccc2)cccc1C(=O)O,-0.6,-2%,11%,-3%,3%,-4%,4,3%
CCC(C)[C@H](NC(=O)C1CC(=O)N(c2ccc3c(c2)OCO3)C1)C(=O)NC1CCCCC1 (some centres not stated),-0.6,1%,10%,-15%,5%,-3%,3,18%
O=C(CCc1ccccc1Cl)NC1CCCN(c2ccc(C(F)(F)F)cn2)C1 (configuration not stated),2.5,-1%,-8%,-8%,-5%,-4%,5,-24%
CON(C)c1nc(OCCNC(=O)COc2ccc(Cl)cc2C)nc(N(C)C)n1,-1.3,-2%,0%,-10%,10%,-2%,-3,4%
CC1(C)CC(=O)C(C(c2cc([N+](=O)[O-])ccc2Cl)C2C(=O)CC(C)(C)CC2=O)C(=O)C1,-0.6,.,6%,-23%,1%,-2%,4,-7%
CCNC(=S)N/N=C/c1ccc(-c2ccccc2)o1,-1.2,0%,-16%,-12%,-3%,7%,1,-9%
CCOc1ccccc1N(C(=O)c1snc(C(N)=O)c1N)C(C(=O)NC1CCCC1)c1cccs1 (configuration not stated),0.3,1%,-21%,-2%,-3%,0%,-9,-10%
COC(=O)c1cc(C(=O)Nc2nnc(CC(C)(C)C)s2)cc([N+](=O)[O-])c1,-0.8,1%,4%,19µM*,-12%,-2%,-7,-2%
COCCn1c(SCC(=O)c2ccccc2)nc2ccccc2c1=O,-4.6,-3%,-30%,-22%,?,8%,1,-29%
COCCCNC(=O)C[C@@H]1C[C@@]2(C(=O)OC)CCCCC=C2N(Cc2ccccc2)C1=O,-1.5,.,-2%,-17%,-8%,0%,-1,4%
CC1CC(C)CN(C(=O)CSc2ncnc3sccc23)C1 (configuration not stated),0.6,-10%,7%,-1%,5%,-4%,2,10%
O=C(CCN1C(=O)/C(=C/c2ccccc2Cl)SC1=S)NCCc1ccc(O)cc1,1.2,0%,5%,-3%,1%,-2%,-7,-8%
COc1ccc(-c2nc(CSCC(=O)N3CCN(c4cccc(C)c4)C(C)C3)c(C)o2)cc1OC (configuration not stated),-0.8,-5%,-21%,-7%,-2%,-3%,0,-15%
CCCOc1ccccc1OCC(=O)Nc1ccc(S(=O)(=O)N2CCCC2)cc1,-1.2,0%,-17%,-1%,1%,7%,-8,0%
COc1ccc(S(=O)(=O)n2nc(C)cc2C)cc1OC,-1.0,-1%,6%,3%,3%,13%,1,1%
c1ccc2nc(-c3ccc4c(c3)OCO4)ccc2c1,0.2,1%,-5%,2%,3%,-4%,3,-30%
Cc1cnc(NC(=O)CCNC(=O)c2ccccc2Cl)s1,1.4,1%,1%,-5%,-3%,-5%,2,-4%
CC(C)[C@@H]1Cc2[nH]n(C)c(=O)c2[C@H](c2ccc(F)cc2)O1,1.7,.,-1%,-2%,-8%,7%,3,-4%
CCOc1ccc2c(c1)[nH]c(=S)n2C,0.7,2%,16%,13µM*,2%,6%,-22,2%
CCc1[nH]nc(C(=O)N2CCCC(N3CCN(c4ccccc4C)CC3)C2)c1C (configuration not stated),2.8,-4%,-7%,-2%,-36%,7%,6,-3%
COc1cc(C2Nc3ccccc3C(=O)N2NS(C)(=O)=O)ccc1O (configuration not stated),-1.5,1%,8%,-9%,1%,-11%,2,3%
COc1ccc(C(=O)CSc2nnc(CNC(=O)c3ccc(S(=O)(=O)N(C)C)cc3)o2)cc1,1.3,-6%,-17%,-14%,-28%,5%,-7,-2%
Cc1ccccc1CC(=O)N1CCCc2ccccc21,-0.4,1%,-11%,-2%,0%,0%,1,-14%
CNc1nc(SC)nc2ccsc12,-0.9,-3%,0%,2%,2%,-6%,-2,-3%
Fc1ccccc1CNc1nc(-c2cccnc2)nc2ccccc12,-1.0,-2%,12%,-16%,-9%,16%,1,-7%
COc1ccccc1-c1cc(NC=O)c2ncc(-c3cccc(C(F)(F)F)c3)n2c1,0.0,.,-8%,-13%,-17%,4%,-17,-22%
CCOc1ccc(-c2noc(CCC(=O)NC)n2)cc1OCC,-1.0,1%,4%,-5%,-1%,0%,3,11%
Nc1ccn([C@@H]2O[C@H](CNCc3cc(Cl)ccc3OCc3ccc(Cl)cc3)[C@@H](O)[C@H]2O)c(=O)n1,-4.4,.,-6%,-21%,6%,-17%,-4,-1%
COC(=O)c1ccccc1NC(=O)Cn1c(=O)oc2ccc(Cl)cc21,3.7,2%,0%,-11%,-11%,2%,2,18%
O=C(N/N=C/C(Cl)=C\c1ccccc1)c1cccs1,-0.5,4%,19%,6%,-3%,-16%,2,10%

Among those listed so far, these have a nitro group on carbon:
SMILES,CCT modulator,MmCpn inh,EPAC1 antagonist,PLK1 PBD inh,WRN inhibitor,EPAC1 ag,PI5P4Ka inh,EPAC2 antagonist
CC1(C)CC(=O)C(C(c2cc([N+](=O)[O-])ccc2Cl)C2C(=O)CC(C)(C)CC2=O)C(=O)C1,-0.6,.,6%,-23%,1%,-2%,4,-7%
COC(=O)c1cc(C(=O)Nc2nnc(CC(C)(C)C)s2)cc([N+](=O)[O-])c1,-0.8,1%,4%,19µM*,-12%,-2%,-7,-2%

(list continues)
SMILES,CCT modulator,MmCpn inh,EPAC1 antagonist,PLK1 PBD inh,WRN inhibitor,EPAC1 ag,PI5P4Ka inh,EPAC2 antagonist
N#Cc1nc(Cc2ccccc2)oc1N1CCC(C(N)=O)CC1,-13,-1%,1%,-2%,3%,0%,-2,-4%
O=C(NCC1CC1)Nc1cccs1,1.6,1%,6%,-6%,5%,5%,-4,3%
O=c1cc(-c2cccc(Br)c2)nc(-c2ccccc2F)o1,-1.8,-1%,-14%,-27%,7%,7%,-9,-2%
Cc1ccc(C(O)c2ncc(-c3cccc(C(F)(F)F)c3)[nH]2)cc1 (configuration not stated),-0.2,.,?,-1%,-10%,-21%,3,-11%
Cc1cccc(N=C2NC(=O)/C(=C/c3cccn3C)S2)c1C,-3.2,1%,-7%,-6%,-8%,-5%,-72*,-7%
Cc1ccc(C(=O)N2CCCCCC2)cc1S(=O)(=O)N1CCOCC1,-1.8,2%,-17%,-9%,-6%,12%,5,-7%
C#CCOCCOCCOCCNc1nc(N2CCN(C(=O)[C@H](CCC(=O)O)n3cc(C(N)Cc4ccc(O)cc4)nn3)CC2)nc(N2CCN(C(=O)[C@H](CCC(=O)O)n3cc(C(N)[C@H](C)CC)nn3)CC2)n1 (some centres not stated),-0.3,.,-9%,0%,11%,1%,2,15%
COc1cccc(/C=N/NC(=O)C[n+]2ccccc2)c1O,-1.6,0%,-5%,3%,-7%,0%,-3,10%
O=S(=O)(Nc1nc2ccccc2nc1Cl)c1ccccc1C(F)(F)F,0.6,-2%,16%,-3%,-9%,1%,-4,-12%
CC1=C(C)CC(C(=O)c2ccc(C)cc2)C(C(=O)O)C1 (configuration not stated),-3.1,-1%,-1%,-3%,2%,6%,0,-2%
O=C(CSc1nnnn1-c1ccccc1)NC(=O)Nc1ccc2c(c1)OCCO2,0.0,-1%,-4%,-12%,-1%,3%,0,0%
Cc1nn(-c2ccccc2)c2c1C1(C(=O)N(C(C)C)c3ccccc31)C(C#N)=C(N)O2 (configuration not stated),-6.4,-1%,-18%,-19%,-12%,-1%,-5,-18%
COc1cc(OC)cc(C(=O)N2CCN(C(=O)c3cccnc3)CC2)c1,3.4,2%,2%,3%,3%,2%,0,8%
O=C(CCc1ccccc1)Nc1nnc(-c2ccccn2)o1,-2.2,1%,0%,-6%,-17%,2%,-7,-3%
CCCC(=O)N1CCC1(C)C(=O)NS(=O)(=O)c1ccccc1 (configuration not stated),0.6,.,-4%,-14%,2%,4%,0,-6%
Cc1ccc(OC(=O)c2ccccc2C(=O)OCC(F)(F)C(F)F)cc1,0.1,2%,-10%,3%,0%,-5%,3,-28%
Cc1cccc(C(=O)c2cn[nH]c2-c2ccccc2O)c1,-0.2,-1%,-7%,-16%,-10%[57.1 µM],1%,1,8%
COc1ccc(-c2cc3c(c4c2ccn4C)C2CCC3O2)cn1 (configuration not stated),-2.9,.,-17%,-12%,2%,21%,0,-6%
Cn1ccs/c1=N\S(=O)(=O)c1ccc(Br)cc1,0.3,0%,-1%,-4%,-17%,2%,-3,-2%
Cn1c(COc2ccc(Cl)cc2Cl)nnc1SCC(=O)NCC1CCCO1 (configuration not stated),1.3,-2%,10%,-15%,7%,-8%,-5,4%
CCOC(=O)C1(C)CCCN(C(=O)COc2ccccc2)C1 (configuration not stated),0.8,.,0%,2%,0%,7%,2,18%
CCNC(=S)NNC(=O)c1cccnc1,-5.4,1%,6%,-6%,-3%,6%,.,-2%
COc1ccc(NC(=O)C2(C)Cc3c(-c4ccc(C(N)=O)cc4)ccnc3O2)cc1OC (configuration not stated),0.2,.,-7%,3%,-6%,2%,0,2%
O=C(Nc1ccc(Br)cc1)c1ccc(Br)c(S(=O)(=O)Nc2cccnc2)c1,-5.8,-16%,-4%,-14%,?,-11%,-13,-4%
COc1ccc(C(CNC(=O)C(C)Oc2ccc(Br)cc2)N2CCCCC2)cc1 (configuration not stated),0.4,-1%,5%,3%,1%,-3%,-1,-12%
N#CC1=C(N)Oc2n[nH]c(-c3cccs3)c2C1C1C=CCCC1 (configuration not stated),-1.2,-1%,-20%,-10%,-1%,16%,-52*,-5%
O=C(Cc1ccccc1F)Nc1nc(-c2ccc(F)cc2)cs1,2.6,5%,-16%,2%,1%,14%,0,-11%
Cc1oc(-c2ccccc2)nc1Cn1cccc1C1=NC(c2ccccc2)CO1 (configuration not stated),-0.5,0%,-13%,-5%,-3%[57.1 µM],-6%,17,-8%

Not all compounds are listed (hit frequency here may not be typical).
